# Screening results deposited in PubChem by National Center for Advancing Translational Sciences (NCATS).
# D3 ag – activates the human D3 dopamine receptor | P35462 | max activation, % | D3R DiscoveRx beta-arrestin cells, luminescence, 90 min | 410,000 compounds, 0.58% hits; in the data active = max activation above about 30%; note: 0% is about no effect; mostly tested at two doses, the higher about 12 µM
# Target sequence (P35462 whole entry, looked up): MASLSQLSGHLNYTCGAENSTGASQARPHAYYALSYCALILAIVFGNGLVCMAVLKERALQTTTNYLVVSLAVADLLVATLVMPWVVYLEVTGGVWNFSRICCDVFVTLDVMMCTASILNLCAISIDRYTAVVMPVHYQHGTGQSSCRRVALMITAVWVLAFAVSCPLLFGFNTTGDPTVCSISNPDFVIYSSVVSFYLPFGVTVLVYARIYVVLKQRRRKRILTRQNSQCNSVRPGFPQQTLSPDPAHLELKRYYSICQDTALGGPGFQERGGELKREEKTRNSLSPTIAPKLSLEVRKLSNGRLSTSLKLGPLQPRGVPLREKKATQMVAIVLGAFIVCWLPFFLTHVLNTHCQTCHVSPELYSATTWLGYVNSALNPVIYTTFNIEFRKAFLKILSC
#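 Agonist-mode cell screen: cells plated at 1500/well and incubated overnight at 37 °C, then exposed to library compounds for 90 min at 37 °C. Detection reagent was added for 30–60 min at room temperature, and luminescence was read.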
# FUS suppressor – suppressors of FUS proteinopathy in yeast; S. cerevisiae FUS-expressing, growth rescue, OD600, 24 h; Potency, µM (top dose mostly 76.6 µM), for inactives: top-dose growth rescue (activation), usual class: activators; 390,000 compounds, 0.24% hits; AID 1347120;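 note: potency is the fitted concentration of half-maximal effect; plate controls were DMSO vehicle for no effect and reference control for full effect; nearly all actives have a fitted effect of over 55% in size; some results filed as inactive show a strong effect at the top dose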
#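 Yeast FUS proteinopathy model; galactose-induced FUS (2%), starting OD 0.005. Cpds in dilution series, 24hr, 30C, 99% humidity. Abs 600 nm growth. Pos ctrl CP55940 (top 92uM final); neg ctrl DMSO.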
# DRD3 antagonist – antagonists of human D3 dopamine receptor. P35462. D3R cells, DiscoveRx beta-arrestin luminescence, antagonist mode; active compounds read low. max response, negative = inhibition, %. 360,000 compounds, 2.5% hits; in the data active = max response below about -50%; inconclusive = no clear call, values can overlap the other calls; note: % is set by controls: 0 for no effect and ±100 for the full control effect; mostly tested at two doses, the higher about 12 µM
#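 Cells expressing the human receptor were seeded at 1500 cells/well, incubated overnight at 37 degrees C in 5% CO2, then exposed to library compounds with dopamine controls for 90 minutes at 37 degrees C before luminescent detection.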
# aSyn rescue – rescues yeast growth from alpha-synuclein toxicity; Yeast expressing alpha-synuclein, growth rescue, BacTiter-Glo, 24 h; Potency, µM (titrated, usually from 46.1 µM), for the others: top-dose growth rescue (activation), actives largely listed as activators; 370,000 compounds, 0.14% hits; AID 652106; note: potency is the fitted concentration of half-maximal effect; % of control where 0% means no effect; nearly all actives have a fitted effect of over 65% in size
#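 Rescue of yeast growth: cells expressing toxic alpha-synuclein, induced in galactose at OD600 0.02, incubated with compound 24 h at 30 C. ATP luminescence quantified growth; inhibitors of toxicity appear as activators.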
# EPAC2 agonist – agonists of human EPAC2 (RAPGEF4). EPAC2 activation, biochemical qHTS; response scale: 100% = 6.5 mM cAMP response. Potency, µM (top dose mostly 154 µM), without a hit: at the highest dose activation, hits mostly activators. 360,000 compounds, 0.079% hits. Q8WZA2; note: potency is the fitted concentration of half-maximal effect; nearly all actives have a fitted effect of over 50% in size
#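 Compounds were added across a concentration range to EPAC2 (100 nM), RAP1B-BODIPY-GDP (250 nM) and GDP (50 uM). After 5 min at room temperature, fluorescence was recorded at 5-min intervals for 30 min.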
# EPAC2 antag – EPAC2 (human) antagonism. Q8WZA2. EPAC2 GEF exchange of Rap1B-BODIPY-GDP, fluorescence. Potency, µM (titrated, usually from 114 µM), for the others: top-dose activity, negative = inhibition, hits mostly inhibitors. 360,000 compounds, 0.18% hits. AID 720708; note: potency is the fitted concentration of half-maximal effect; % is set by controls: 0 for no effect and ±100 for the full control effect; nearly all actives have a fitted effect of over 45% in size; many of its hits are not listed in these tables
# TDP43 rescue – inhibitors of TDP-43 toxicity in yeast; 410,000 compounds, 1.8% hits; Potency, µM (highest dose often 46.1 µM), for inactives: at the top dose growth rescue (activation), hits mostly activators; TDP-43 expressing yeast growth rescue, BacTiter-Glo, 24 h; AID 652104; note: potency is the fitted concentration of half-maximal effect; % of control where 0% means no effect; nearly all actives have a fitted effect of over 50% in size
#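 Galactose-induced TDP-43 yeast, OD600=0.02, compound pinned; 24 hr, 30 deg C; BacTiter-Glo luminescence for growth. Inhibitors of TDP-43 toxicity read as activators.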
# Abeta rescue – compounds reversing amyloid beta toxicity in yeast; yeast expressing A-beta42, growth rescue, OD600, 48 h; response scale: 0% DMSO, 100% iron-clioquinol control; 410,000 compounds, 0.063% hits; Potency, µM (series often up to 46.1 µM), for the others: top-dose growth rescue, hits mostly activators; AID 1347071; note: potency is the fitted concentration of half-maximal effect; nearly all actives have a fitted effect of over 55% in size
#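 Yeast A-beta toxicity model in growth medium with pinned compounds, 48 h at 30 C; growth read as absorbance at 600 nm. Normalized to FeCl3/clioquinol equimolar mix (positive) and DMSO (negative).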
# An asterisk follows results filed as active; ? = inconclusive; nt = no result given; & = joins results of further samples; [ ] = remark or other dose. Unless noted, calls come from the whole dose curve; as a rule, active = well fitted curve in the direction sought with a large enough effect; inconclusive = small, poorly fitted or top-dose-only effect, or another doubt; inactive = no such curve, though single readings can be large; an effect the other way counts as inactive or inconclusive. The list is partial (hit frequency here may not be typical).
SMILES | D3 ag | FUS suppressor | DRD3 antagonist | aSyn rescue | EPAC2 agonist | EPAC2 antag | TDP43 rescue | Abeta rescue
Cc1cc(C(=O)N/N=C/C=C/c2ccc3c(c2)OCO3)n[nH]1 | -4 | -4% | 0 | 0% | 5% | 15% | -7% | -26%
CS(=O)(=O)c1nc(S(=O)(=O)c2ccc(Cl)cc2)c(NCCCn2ccnc2)s1 | 2 | 0% | -11 | -12% | 5% | 0% | -10% | 6%
COc1cc(NC(=O)c2ccc(OC)c([N+](=O)[O-])c2)ccc1NC(=O)c1cccs1 | 14 | nt | 14 | -6% | 2% | 0% | -26% | -11%
COc1ccc(N(Cc2ccccc2)S(=O)(=O)c2cc(C(=O)O)ccc2Cl)cc1 | 28 | 1% | 8 | 0% | -1% | -25% | 1% | 0%
Cc1ccc(C(=O)NCCc2csc(-c3cccnc3)n2)cc1 | 2 | -10% | 18 | ? | 11% | -1% | 0% | 2%
CCn1c(SCc2cc(=O)[nH]c3ccccc23)nc2c1c(=O)n(C)c(=O)n2C | -21 | 3% | -22 | -6% | 9% | -7% | -7% | 3%
COc1ccc(N2CCN(CCNC(=O)Nc3cccc(C)c3C)CC2)cc1 | -2 | -29% | -28 | 0% | 14% | 4% | 12% | -12%
CC(=O)Nc1ccc(NC(=O)c2ccc(NS(=O)(=O)c3cc(C(C)(C)C)cc(C)c3C)cc2)cc1 | -13 | 31% | ? | 0% | -3% | 6% | -1% | -13%
Cc1ccc(S(=O)(=O)Nc2ccnc3ccccc23)cc1 | -10 | 6% | -8 | 2% | 7% | -1% | 5% | 8%
CC(C)(C)c1ccccc1NC(=S)NCc1ccccc1 | -4 | 1% | -16 | 1% | -5% | -5% | ? | 28%
Cc1ccc(CCNC(=O)CCCn2nc(C)c3c(C)n(-c4ccccc4)nc3c2=O)cc1 | -4 | -6% | nt | nt | nt | nt | 8% | -4%
Cc1cc(NC(=O)c2cc3n(n2)C(C(F)(F)F)CC(c2ccc(Cl)c(Cl)c2)N3)no1 (stereo not given) | 0 | -3% | 24 | 5% | -9% | -3% | 21% | 23%
COC(=O)c1ccc(Nc2cc(C)nc3ccccc23)cc1 | -4 | 14% | 4 | 4% | 2% | 0% | -6%[1.82 µM] | 13%
c1cc(CNc2ccc3c(c2)OCO3)ccn1 | 0 | 35% | -2 | 1% | 5% | 3% | 4% | 6%
COc1ccccc1N(C)S(=O)(=O)c1ccc(C(=O)Nc2cccc(Br)c2)cc1 | -9 | 15% | -11 | 15% | 17% | -4% | -6% | 31%
O=C(NC1CCCCC1)c1ccc(COc2ccccc2)o1 | 5 | 0% | 7 | -5% | 8% | -5% | 13% | -1%
CCCCCCC(NC(=O)c1ccc(C)cc1)C(=O)O (stereo not given) | -32 | 0% | -10 | 3% | 10% | 3% | -16% | -5%
Cc1[nH]c2ccccc2c1CCNC(=O)c1ccc2c(c1[N+](=O)[O-])C(=O)c1ccccc1C2=O | -16 | nt | -85* | 19% | 7% | -2% | ? | 12%
COc1cccc(N2CCN(C(=O)c3ccc4c(Cl)c5c(nc4c3)CCCC5)CC2)c1 | 14 | -1% | nt | nt | nt | nt | ? | -49%[inhibitor]
CNC(=O)c1c(NC(=O)CCS(=O)(=O)c2ccc(C)cc2)sc(C)c1C | -7 | 1% | 5 | -5% | 10% | 10% | -4% | -8%
CC(C)(C)Cc1c(-c2cccc(Br)c2)nc2ccc(Br)cn12 | 1 | -3% | 3 | 19% | 3% | 13% | 21% | 2%
CC1CCCCC1NC(=O)COC(=O)C12CC3CC(CC(Cl)(C3)C1)C2 (stereo not given) | -4 | 6% | 6 | 2% | 13% | -8% | -22% | 5%
COC(=O)c1ccc(NC(=O)C(=O)N2CCN(C(=S)Nc3ccccc3OC)CC2)cc1 | 1 | 25% | -3 | 9% | -17% | 1% | 4% | -2%
CCCN(CCC)Cc1c(C(=O)N/N=C/c2ccoc2)nnn1-c1nonc1N | 13 | 2% | 2 | 0% | 17% | -27% | -4% | 5%
CCN(CC)CCCNc1nnc(C)c(=O)[nH]1 | 7 | -17% | 39 | -12% | 5% | 4% | -1% | 6%
Cc1nc2ccccc2c(=O)n1NC(=O)c1ccccc1F | 0 | -23% | -1 | -15% | 5% | -3% | 2% | -10%
COc1ccc(CC(=O)O/N=C(\N)Cc2ccc(OC)c(OC)c2)cc1 | -15 | 23% | 6 | -11% | 7% | 14% | ? | -13%
COc1ccc(N2CCN(C(=O)c3ccc(-c4ccccc4)cc3)CC2)cc1 | 1 | -12% | 6 | 3% | -7% | 6% | 24% | 1%
COc1ccc(NC2CCCN(C(=O)COc3ccc(C(C)=O)cc3)C2)cc1 (stereo not given) | 2 | 2% | 41 | 3% | 7% | -1% | 23% | -5%
COC(=O)C1=C(C)N(c2cccc(C)c2)C(=O)/C1=C\c1cccs1 | -7 | -10% | -20 | 11% | -5% | -2% | -4% | -2%

# Reprinted at random: 3 compounds from above, in no set order.
SMILES | D3 ag | FUS suppressor | DRD3 antagonist | aSyn rescue | EPAC2 agonist | EPAC2 antag | TDP43 rescue | Abeta rescue
COc1ccc(N2CCN(CCNC(=O)Nc3cccc(C)c3C)CC2)cc1 | -2 | -29% | -28 | 0% | 14% | 4% | 12% | -12%
COc1cc(NC(=O)c2ccc(OC)c([N+](=O)[O-])c2)ccc1NC(=O)c1cccs1 | 14 | nt | 14 | -6% | 2% | 0% | -26% | -11%
CC(=O)Nc1ccc(NC(=O)c2ccc(NS(=O)(=O)c3cc(C(C)(C)C)cc(C)c3C)cc2)cc1 | -13 | 31% | ? | 0% | -3% | 6% | -1% | -13%

# (more compounds)
SMILES | D3 ag | FUS suppressor | DRD3 antagonist | aSyn rescue | EPAC2 agonist | EPAC2 antag | TDP43 rescue | Abeta rescue
Cc1ccc(S(=O)(=O)NCCN=C(CN2CCOCC2)NS(=O)(=O)c2ccc(C)cc2)cc1 | -3 | 15% | -21 | 7% | 0% | 2% | -9% | 13%
CCOc1ccccc1NC(=O)C1CCCN(c2ncnc3onc(-c4ccc(F)cc4)c23)C1 (stereo not given) | 2 | -13% | nt | nt | nt | nt | 12% | -14%
CCn1nc(C)c(CN2CCCCC2C(=O)Nc2ccc(Oc3cccnc3)cc2)c1C (stereo not given) | -5 | 15% | 0 | -5% | 8% | 2% | -5% | -5%
COc1ccc(CC(NC(C)=O)C(=O)N2CCN(C(=O)Nc3cccc(F)c3)CC2)cc1OC (stereo not given) | 2 | -9% | 19 | 0% | 7% | 7%[57.1 µM] | 1% | -6%
CCc1ccc(N(CC(=O)N2CCN(Cc3ccccc3)CC2)S(C)(=O)=O)cc1 | -11 | -7% | -18 | -1% | 10% | 5% | 10% | 0%
CCC1SC(CC)C(=O)N(CC(=O)NC2CCCCC2)C1=O (stereo not given) | -19 | 5% | -24 | 1% | 7% | -9% | -22% | -19%
CC1=Nc2cc(C(=O)NC3CCCC3)ccc2Sc2ccc(C)cc21 | -14 | 32% | nt | nt | nt | nt | ? | -31%
Cc1cc(C)n2nc(CNS(=O)(=O)c3ccc(Cl)cc3)nc2n1 | -7 | -27% | nt | nt | nt | nt | 17% | -11%
C=CCSc1nnc(NC(=O)CCN2C(=O)C3CC=CCC3C2=O)s1 (stereo not given) | 2 | -15% | -20 | -5% | 5% | 2% | -12% | -7%
Cc1ccc(S(=O)(=O)NCC(=O)N2CCc3ccccc3C2)cc1 | 2 | 5% | 13 | 6% | -1% | -13% | 18% | 0%
Cc1cccc(C(=O)Nc2ccccc2OCc2cc(=O)n3c(C)csc3n2)c1 | 5 | -37% | nt | nt | nt | nt | 15% | 3%
COc1cccc(NC(=S)NCc2ccco2)c1 | 3 | nt | 2 | 3% | 0% | 4% | 10% | 0%
Cc1ccc(F)cc1C(=O)N1CCCCC1c1cc(C(=O)Nc2ccc(F)c(Cl)c2)no1 (stereo not given) | -8 | ? | -21 | 7% | 15% | 2% | 4% | -10%
CC1CCN(S(=O)(=O)N2CCCC(C(=O)NCc3ccc(F)cc3)C2)CC1 (stereo not given) | -19 | 24% | -27 | 4% | -2% | 2% | -21% | 9%
CCOc1ccccc1C(=O)N(Cc1cccs1)c1ccc(Cl)cc1 | -10 | 36% | nt | nt | nt | nt | 22µM* | -17%
FC(F)(F)c1ccc(Cl)c(N/N=C/c2ccc(N3CCOCC3)s2)c1 | -4 | 11% | 4 | -17% | -5% | -4% | -8% | -24%
COc1ccc(S(=O)(=O)Nc2cc(S(=O)(=O)N3CCOCC3)ccc2OC)cc1 | 3 | 13% | -12 | 0% | -1% | 1% | 6% | 7%
CC1=C(C(N)=O)C(c2cccc(C)c2)n2nc(-c3cccc(C)c3)nc2N1 (stereo not given) | -10 | -1% | nt | nt | nt | nt | ? | -5%
O=C(CSc1nccn1Cc1ccco1)Nc1ccccc1 | -7 | nt | -13 | -1% | 11% | -1% | -25% | -9%
CC(Sc1ccccc1)C(=O)NCC1COc2ccccc2O1 (stereo not given) | -20 | 12% | -2 | 16% | 7% | 6% | 19% | 8%
Cc1nnc(NC2(C(F)(F)F)C(=O)Nc3c2c(=O)n(C)c(=O)n3C)s1 (stereo not given) | -14 | -23% | ? | -8% | 12% | 7% | 4% | -10%
CC(=O)NCCCNS(=O)(=O)c1ccc(C)cc1 | 2 | -10% | 9 | -2% | 6% | 1% | 3% | -8%
CCCC(=O)Nc1ccc2nn(-c3ccc(OC)cc3)nc2c1 | 0 | 13% | 19 | -2% | -3% | 5% | ? | 7%
CCCCC1Cc2[nH]c(=S)[nH]c(=O)c2C(c2ccc3ccccc3c2)O1 (stereo not given) | -18 | ? | ? | -3% | 20% | -14% | 18% | -5%
COCCNC(=O)Cn1ccc2cc(S(=O)(=O)N3CCCCCC3)ccc21 | 8&-9 | 1%&-22% | 1 | 0% | 10% | -2% | 7%&-15% | -10%

# In another format: 3 of the compounds above.
# Below each compound: D3 ag, FUS suppressor, DRD3 antagonist, aSyn rescue, EPAC2 agonist, EPAC2 antag, TDP43 rescue, Abeta rescue
Cc1ccc(F)cc1C(=O)N1CCCCC1c1cc(C(=O)Nc2ccc(F)c(Cl)c2)no1 (stereo not given)
  -8, ?, -21, 7%, 15%, 2%, 4%, -10%
CCOc1ccccc1C(=O)N(Cc1cccs1)c1ccc(Cl)cc1
  -10, 36%, nt, nt, nt, nt, 22µM*, -17%
COc1ccc(CC(NC(C)=O)C(=O)N2CCN(C(=O)Nc3cccc(F)c3)CC2)cc1OC (stereo not given)
  2, -9%, 19, 0%, 7%, 7%[57.1 µM], 1%, -6%
